Screening data as filed in PubChem.
Spn DPM-DC inh – inhibitors of Streptococcus pneumoniae diphosphomevalonate decarboxylase; purified DPM-DC, PK/LDH coupled NADH fluorescence; calls only at 10 µM; 0.49% of 65,000 active; AID 556;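 active = the 320 compounds with the highest percent inhibition in the single-dose primary screen, excluding strongly autofluorescent ones, cut at about 32% in these data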;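 note: kinetic rate of NADH fluorescence loss reporting ADP formed by the decarboxylase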
MK inhibit – blocks S. pneumoniae mevalonate kinase; purified MK, PK/LDH-coupled NADH absorbance 340 nm; inhibition, % at 10 µM; 0.48% of 65,000 active;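 active = ranked among the strongest by inhibition in the single 10 µM screen, a fixed top-ranked set picked for dose follow-up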; note: no value below 0 was filed
HT1080 cytotoxicity – HT1080 cell viability loss – fluorescence readout (AID 620); HT1080 viability, fluorescence; higher % means a stronger effect; cytotoxicity, % at 10 µM, or EC50 in µM where a hit was titrated; 0.42% of 87,000 active;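 note: cells exposed to compound overnight then 4 h with Alamar Blue; 0% = vehicle DMSO and 100% = killing control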
PMK inhibit – blocks S. pneumoniae phosphomevalonate kinase; inhibition, % at 10 µM; purified PMK, PK/LDH-coupled NADH absorbance 340 nm; 0.49% of 65,000 active;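 active = top-ranked compounds by inhibition in the single 10 µM screen, taking a fixed number of the strongest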;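 note: 0% = full reaction with DMSO carrier and 100% = background rate without enzyme reaction; no value below 0 was filed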
Alkaline phosphatase – inhibition of tissue-nonspecific alkaline phosphatase – biochemical, luminescent (AID 518). purified TNAP enzyme, luminescent substrate readout; higher % means a stronger effect. inhibition, % at 20 µM, or IC50 in µM where a hit was titrated. 0.09% of 64,000 active; in the data active = a potency from the dose series; inactive = the rest, 99 in 100 with inhibition below about 22%;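 note: plate controls were vehicle for no effect and reference inhibitor for full effect; many of its hits are not listed in these tables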
Bfl-1 displacement – Bfl-1 inhibitors, primary screen, biochemical, fluorescence polarization, FITC-Bid, mouse (AID 432). FITC-Bid BH3 peptide fluorescence polarization displacement; higher % means a stronger effect. displacement, % at 20 µM; hits with a dose series show IC50 in µM. 0.02% of 64,000 active; in the data active = a potency from the dose series; inactive = the rest, 99 in 100 with displacement below about 15%; note: strong numbers were not always called active
LYP phosphatase – LYP phosphatase inhibitors, primary screen, biochemical, DiFMUP fluorescence, recombinant catalytic domain, 10 µM (AID 606); recombinant LYP catalytic domain, DiFMUP fluorescence; higher % means a stronger effect; one-dose inhibition, % at 10 µM; IC50 in µM for titrated hits; 52,000 tested, under 10 active;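 active = IC50 under 40 µM in the dose-response test; inactive = IC50 of 40 µM or more, or never dose-tested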
HPDE-C7 viability – cytotoxicity in HPDE-C7 cells, cell-based, fluorescence, HTS (AID 430). HPDE-C7 pancreatic duct cells viability, fluorescence; higher % means a stronger effect. cytotoxicity, % at 10 µM; hits with a dose series show EC50 in µM. 1.8% of 63,000 active;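 note: cells exposed to compound for 48 hours before viability readout; 0% = vehicle and 100% = reference cytotoxic drug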
HPDE-C7K KRASV12 – viability loss of HPDE-C7K cells – cell-based, fluorescence, HTS, primary screen (AID 431); HPDE-C7K KRASV12 cells, Alamar Blue viability, 48 h; higher % means a stronger effect; cytotoxicity, % at 10 µM, or EC50 in µM where a hit was titrated; 1.7% of 63,000 active;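 active = compounds whose percent cytotoxicity in the single-dose primary screen, scaled between solvent and toxic-drug controls, exceeds 50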;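 note: 0% = DMSO solvent wells and 100% = doxorubicin-treated wells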
PMK inhibit pilot replicates – second read-out of PMK inhibit, no call of its own (marks repeat the call); inhibition, %; measured here: pilot screen replicates
MK inhibit pilot replicates – recorded beside MK inhibit, whose call it bears; inhibition, %; measured here: pilot screen replicates
Spn DPM-DC inh pilot screen % – second read-out of Spn DPM-DC inh, no call of its own (marks repeat the call); inhibition, %; measured here: pilot screen trials
* hit, by the source's call; i = inactive; · = not tested or not shown; + = active, no number; & = joins results of further samples. Cut-off read from the data, not from the text of the source, unless noted: active = cytotoxicity above about 50%; inactive = the rest.

SMILES | Spn DPM-DC inh | MK inhibit | HT1080 cytotoxicity | PMK inhibit | Alkaline phosphatase | Bfl-1 displacement | LYP phosphatase | HPDE-C7 viability | HPDE-C7K KRASV12 | others
Cc1cccc(-n2c(SCc3cc(=O)n4ccsc4n3)nc3ccccc32)c1 | i | 7 | 2% | 6 | 15% | 23% | 10% | 1% | 3% | PMK inhibit pilot replicates=0.0;MK inhibit pilot replicates=0.0;Spn DPM-DC inh pilot screen %=0.0
O=C(Nc1ccon1)c1ccc(Cl)s1 | i | 0 | -2% | 0 | 11% | 5% | · | -10% | -13%
Nc1ccc2c(c1)-c1ccccc1S(=O)(=O)N2 | i | 11 | -2% | 7 | -6% | -2% | 14% | 15% | 17%
O=c1[nH]c(CSc2nnc(COc3ccccc3)n2-c2ccccc2)nc2ccccc12 | i | 9 | 3% | 0 | 35% | 24% | 2% | -6% | 10%
Cc1cccc(-n2c(Cc3cc(=O)[nH]c(=O)[nH]3)nnc2SC(C)C)c1 | i | 1 | 5% | 1 | 9% | 3% | -2% | -12% | 1%
Clc1ccccc1CN1CCc2sccc2C1 | i | 0&10 | · | 7&0 | 24% | -3% | · | -7% | 10% | PMK inhibit pilot replicates=3.0;MK inhibit pilot replicates=0.0;Spn DPM-DC inh pilot screen %=0.0
CCOC(=O)c1csc(Nc2nc3ccc(F)cc3s2)n1 | i | 0 | -2% | 7 | 2% | 0% | -10% | 40% | 28%
COCCNC(=O)c1ccc(CS(=O)(=O)c2ccc(OC)cc2)o1 | i | 4 | -13% | 2 | 17% | 7% | 11% | 6% | 14% | PMK inhibit pilot replicates=1.5;MK inhibit pilot replicates=1.0;Spn DPM-DC inh pilot screen %=6.5
O=C1NCN(c2ccccc2)C12CCN(c1nnnn1-c1ccccc1)CC2 | i | 1 | 5% | 14 | -4% | 0% | · | 6% | -2%
COc1ccc(CCNC(=O)CSc2nnc(CNc3ccc(Cl)cc3)o2)cc1OC | i | 6 | -4% | 9 | 16% | 3% | 2% | 6% | 4% | PMK inhibit pilot replicates=6.0;MK inhibit pilot replicates=0.5;Spn DPM-DC inh pilot screen %=3.5
CCc1cc(C(=O)c2ccccc2OC)c(N)s1 | i | 12 | -3% | 14 | 7% | 3% | 10% | 1% | -4%
CCOC(=O)C1Cn2c(nc3c(c2=O)C(C)(CC)Cc2ccccc2-3)S1 (stereo not drawn) | i | 6 | -4% | 9 | 1% | -1% | · | 15% | 18%

A stretch from the list above, for reference:
SMILES | Spn DPM-DC inh | MK inhibit | HT1080 cytotoxicity | PMK inhibit | Alkaline phosphatase | Bfl-1 displacement | LYP phosphatase | HPDE-C7 viability | HPDE-C7K KRASV12 | others
O=c1[nH]c(CSc2nnc(COc3ccccc3)n2-c2ccccc2)nc2ccccc12 | i | 9 | 3% | 0 | 35% | 24% | 2% | -6% | 10%
Cc1cccc(-n2c(Cc3cc(=O)[nH]c(=O)[nH]3)nnc2SC(C)C)c1 | i | 1 | 5% | 1 | 9% | 3% | -2% | -12% | 1%

Other records:
SMILES | Spn DPM-DC inh | MK inhibit | HT1080 cytotoxicity | PMK inhibit | Alkaline phosphatase | Bfl-1 displacement | LYP phosphatase | HPDE-C7 viability | HPDE-C7K KRASV12 | others
COc1ccc(C(c2sc3nc(C)nn3c2O)N2CCC(C(N)=O)CC2)cc1OC (stereo not drawn) | i | 3 | 2% | 14 | 10% | -4% | 2% | 1% | 4%
Cc1occc1C(=O)Nc1nccs1 | i | 0 | 5% | 0 | 16% | 0% | -9% | -5% | -6%
O=C(Nc1nnc(-c2ccncc2)s1)C1CCCO1 (stereo not drawn) | · | 6 | -4% | 0 | 11% | 5% | 16% | -17% | -12%
C1CCC2(CC1)OCC1(CO2)COC2(CCCCC2)OC1 | i | 15 | 3% | 9 | 13% | -4% | 5% | -12% | -20%
COCCNC(=O)c1cnn2c(C(F)(F)F)cc(-c3ccc4c(c3)OCO4)nc12 | + | 11 | 0% | 10 | 16% | -5% | 13% | 4% | 2%
CN(C)C=Nc1ncc2c3ccccc3n(CCN(C)C)c2c1C#N | i | 10 | 14% | 16 | 2% | -2% | · | · | ·
Cc1ccc(-n2nnc3c(SCC(=O)NCC4CCCO4)ncnc32)cc1 (stereo not drawn) | i | 9 | 10% | 0 | 5% | -3% | 3% | -10% | -2%
CCC(Oc1ccccc1)C(=O)Nc1ccc(-c2nnc(-c3ccco3)o2)cc1 (stereo not drawn) | i | 12 | -7% | 3 | 5% | 4% | 1% | 1% | 10%
O=C(C1CCC(Cn2c(=S)[nH]c3ccccc3c2=O)CC1)N1CCOCC1 (stereo not drawn) | i | 4 | -5% | 10 | 8% | -9% | · | -6% | 2%
N#Cc1nc(COc2ccc(Cl)cc2)oc1N1CCCCCC1 | i | 4 | -2% | 0 | 9% | 3% | -3% | 3% | 5%
COC(=O)Cn1ncc2c3ccccc3n(C)c2c1=O | i | 21 | 3% | 12 | 4% | 0% | -6% | 3% | 1%
Cc1cc(C)nc(-n2nc(C)cc2NC(=O)c2cccc(S(=O)(=O)N(C)C)c2)n1 | i | 3 | -3% | 8 | 2% | 8% | 3% | -4% | 1%

Entries shown so far that contain a carbonyl joined to an NH by a bond outside any ring (10):
SMILES | Spn DPM-DC inh | MK inhibit | HT1080 cytotoxicity | PMK inhibit | Alkaline phosphatase | Bfl-1 displacement | LYP phosphatase | HPDE-C7 viability | HPDE-C7K KRASV12 | others
O=C(Nc1ccon1)c1ccc(Cl)s1 | i | 0 | -2% | 0 | 11% | 5% | · | -10% | -13%
COCCNC(=O)c1ccc(CS(=O)(=O)c2ccc(OC)cc2)o1 | i | 4 | -13% | 2 | 17% | 7% | 11% | 6% | 14% | PMK inhibit pilot replicates=1.5;MK inhibit pilot replicates=1.0;Spn DPM-DC inh pilot screen %=6.5
COc1ccc(CCNC(=O)CSc2nnc(CNc3ccc(Cl)cc3)o2)cc1OC | i | 6 | -4% | 9 | 16% | 3% | 2% | 6% | 4% | PMK inhibit pilot replicates=6.0;MK inhibit pilot replicates=0.5;Spn DPM-DC inh pilot screen %=3.5
COc1ccc(C(c2sc3nc(C)nn3c2O)N2CCC(C(N)=O)CC2)cc1OC (stereo not drawn) | i | 3 | 2% | 14 | 10% | -4% | 2% | 1% | 4%
Cc1occc1C(=O)Nc1nccs1 | i | 0 | 5% | 0 | 16% | 0% | -9% | -5% | -6%
O=C(Nc1nnc(-c2ccncc2)s1)C1CCCO1 (stereo not drawn) | · | 6 | -4% | 0 | 11% | 5% | 16% | -17% | -12%
COCCNC(=O)c1cnn2c(C(F)(F)F)cc(-c3ccc4c(c3)OCO4)nc12 | + | 11 | 0% | 10 | 16% | -5% | 13% | 4% | 2%
Cc1ccc(-n2nnc3c(SCC(=O)NCC4CCCO4)ncnc32)cc1 (stereo not drawn) | i | 9 | 10% | 0 | 5% | -3% | 3% | -10% | -2%
CCC(Oc1ccccc1)C(=O)Nc1ccc(-c2nnc(-c3ccco3)o2)cc1 (stereo not drawn) | i | 12 | -7% | 3 | 5% | 4% | 1% | 1% | 10%
Cc1cc(C)nc(-n2nc(C)cc2NC(=O)c2cccc(S(=O)(=O)N(C)C)c2)n1 | i | 3 | -3% | 8 | 2% | 8% | 3% | -4% | 1%

(list continues)
SMILES | Spn DPM-DC inh | MK inhibit | HT1080 cytotoxicity | PMK inhibit | Alkaline phosphatase | Bfl-1 displacement | LYP phosphatase | HPDE-C7 viability | HPDE-C7K KRASV12 | others
CCOC(=O)c1sc(NC(C)=O)c(C(=O)OCC)c1C | i | 3 | -5% | 11 | 9% | -4% | · | 4% | 4%
COc1ccc(CCn2c(C)cc3c(c2=O)C(c2ccncc2)C(C#N)=C(N)O3)cc1OC (stereo not drawn) | i | 1 | 7% | 8 | 3% | -3% | 8% | -19% | -3%
O=C1c2ccccc2S(=O)(=O)N1Cc1nc2ccccc2s1 | i | 3 | · | 9 | 10% | 5% | -1% | 7% | 3%
COc1ccccc1-c1cc(C(=O)N2CCN(c3ccc(F)cc3)CC2)no1 | i | 3 | 4% | 7 | 9% | -6% | -1% | -15% | -2%
COc1ccccc1Nc1nc(N)nc(CN2CCC(Cc3ccccc3)CC2)n1 | i | 10 | 6% | 3 | · | · | · | · | ·
CN1CCN(/C=N/c2c(C#N)cnn2Cc2ccccc2)CC1 | i | 5 | 22% | 13 | 10% | -1% | 6% | -6% | 2%
CCN(CC)CCn1c(=S)[nH]c2ccc(Cl)cc2c1=O | i | 13 | -4% | 11 | 5% | -3% | 1% | 2% | 8%
CCOC(=O)c1cccc(NC(=O)c2cccnc2)c1 | i | 7 | 0% | 3 | 8% | -1% | 2% | 3% | 6%
Cc1cc(NS(=O)(=O)Cc2ccccc2)no1 | i | 15 | -4% | 9 | 10% | -4% | 11% | 8% | -2%
O=C(CSc1ncccc1C(=O)O)NCc1ccc(F)cc1 | i | 6 | 6% | 9 | 7% | -3% | 1% | -2% | 3%
Cc1cc(=O)n2[nH]c(-c3ccccc3)cc2n1 | i | 0 | -1% | 0 | 10% | -2% | 5% | -1% | 12%
CCSC1(SCC)N=C(N)C2(C#N)C(c3ccccc3)NC(C)=CC12C#N (stereo not drawn) | i | 3 | 4% | 0 | 6% | -3% | 3% | 0% | 15%
CCCc1cc(C(=O)Nc2cccc(C(C)=O)c2)no1 | i | 8 | 0% | 0 | 9% | 1% | 6% | 7% | -2%
Cn1c2c(c3ccccc31)CC/C2=N\O | i | 7 | 6% | 3 | 9% | 6% | 11% | 2% | 1%
O=C(Nc1ccc(N2CCOCC2)cc1)C1CCN(S(=O)(=O)Cc2ccccc2)CC1 | i | 0 | -5% | 19 | 13% | -2% | · | 4% | 3%
Cc1ccsc1C=Nc1c(C)n(C)n(-c2ccccc2)c1=O | i | 7 | 2% | 0 | -2% | 1% | -1% | 7% | -6%
O=C(CCC1CCCC1)Nc1ccc(Br)cn1 | i | 9 | 0% | 6 | 13% | -6% | 14% | 0% | -5%
O=C(OCc1cc2ccccc2[nH]c1=O)C1CCCCC1 | i | 12 | 1% | 7 | 9% | -5% | · | · | ·
Cc1cccc(OCC(=O)Nc2cccc(-c3nnc(-c4ccccc4)o3)c2)c1C | i | 9 | 2% | 10 | 10% | -6% | 12% | 6% | -8%
CCOc1ncccc1C(=O)OCc1nnc(-c2ccccc2)o1 | i | 1 | -3% | 13 | 6% | 0% | · | -3% | -4%
Cn1cnnc1Sc1nc2c(c(=O)n(C)c(=O)n2C)n1Cc1ccccc1Cl | i | 6 | -6% | 8 | 13% | 12% | 5% | -16% | -8% | PMK inhibit pilot replicates=0.0;MK inhibit pilot replicates=0.0;Spn DPM-DC inh pilot screen %=0.0
Cc1nn(CC(=O)NCCN2CCOCC2)c(=O)c2ccccc12 | i | 2 | -1% | 6 | 15% | -9% | 0% | -14% | -22%
O=C(CSc1nnc(-c2ccccn2)n1Cc1ccccc1)NC1CCCC1 | i | 0 | 5% | 6 | 7% | 2% | · | -6% | -15%
O=S(=O)(Nc1nccs1)c1ccc(NS(=O)(=O)c2cccs2)cc1 | i | 9 | -4% | 4 | 14% | -1% | 7% | -1% | -1%

Compounds as they come; about 3.5% have a hit in one of these screens.
